# hIAP block: human IAP inhibition | 0.12% of 330,000 active | inhibition, % at 10 µM | P09923 | purified IAP, CDP-Star luminescence, 30 min | AID 2544;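 active = inhibition reaching a set limit with compound at 10 µM in the primary screen, cut at about 35% in these data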;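 also: plate controls were DMSO wells with enzyme for no effect and no-enzyme buffer wells for full effect; values of inactives mirror those of a sister screen read the other way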
# Target sequence (P09923 whole entry, looked up): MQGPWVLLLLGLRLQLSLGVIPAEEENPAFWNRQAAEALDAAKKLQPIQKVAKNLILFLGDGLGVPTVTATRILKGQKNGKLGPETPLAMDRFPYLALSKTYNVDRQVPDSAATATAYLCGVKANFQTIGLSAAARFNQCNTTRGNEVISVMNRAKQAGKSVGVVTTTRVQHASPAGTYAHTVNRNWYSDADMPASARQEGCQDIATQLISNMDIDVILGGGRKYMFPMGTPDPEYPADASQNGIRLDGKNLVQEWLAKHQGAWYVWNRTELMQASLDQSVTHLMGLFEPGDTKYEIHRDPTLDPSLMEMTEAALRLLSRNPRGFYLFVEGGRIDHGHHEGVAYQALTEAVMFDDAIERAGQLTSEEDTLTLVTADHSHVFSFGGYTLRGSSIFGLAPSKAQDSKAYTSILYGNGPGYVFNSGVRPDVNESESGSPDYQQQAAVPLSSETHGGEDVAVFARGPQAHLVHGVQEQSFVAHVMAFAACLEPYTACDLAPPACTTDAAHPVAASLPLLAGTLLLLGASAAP
# mIAP inh: blocks mouse intestinal alkaline phosphatase. purified mouse IAP, CDP-Star luminescence, 30 min. AID 2806. 0.2% of 330,000 active. inhibition, % at 10 µM;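 active = inhibition of at least 40% at 10 µM in the primary screen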;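 also: plate controls were DMSO with enzyme for no effect and no enzyme wells for full effect; values of inactives mirror those of a sister screen read the other way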
# A3A deaminase: human APOBEC3A DNA deaminase inhibition; recombinant A3A, FAM/TAMRA ssDNA deamination fluorescence; inhibition, % at 20 µM; 0.41% of 330,000 active; AID 493011;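 active = at least 40% inhibition at 20 µM here, with at most 30% in a related deaminase screen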;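 also: plate controls were A3A with DMSO for no effect and wells lacking A3A enzyme for full effect; some results filed as inactive read as strong as hits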
# mIAP activ: increases mouse intestinal alkaline phosphatase activity | activation factor at 10 µM | muIAP, CDP-Star luminescence, 30 min; active compounds read high; 1 = vehicle-only enzyme signal, 0 = enzyme-free wells | AID 2805 | 0.24% of 330,000 active;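 active = activation factor of at least 2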; also: the source names both 10 and 20 µM as test concentration; values of inactives mirror those of a sister screen read the other way
#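 Assay system: mouse IAP enzyme / Compound: DMSO-dissolved test compounds / Timing: 30 min, room temperature / Measured by: luminescence from enzymatic CDP-Star hydrolysis / Control set: DMSO-only wells, enzyme-free buffer wells as negative control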
# ATG4B inh: ATG4B (human) cysteine protease inhibition; 0.51% of 340,000 active; inhibition, % at 8.33 µM; ATG4B cleavage of LC3-PLA2, NBD-HPC fluorescence, 1 h; in the data active = inhibition above about 40%
# Target sequence (Q9Y4P1 whole entry, looked up): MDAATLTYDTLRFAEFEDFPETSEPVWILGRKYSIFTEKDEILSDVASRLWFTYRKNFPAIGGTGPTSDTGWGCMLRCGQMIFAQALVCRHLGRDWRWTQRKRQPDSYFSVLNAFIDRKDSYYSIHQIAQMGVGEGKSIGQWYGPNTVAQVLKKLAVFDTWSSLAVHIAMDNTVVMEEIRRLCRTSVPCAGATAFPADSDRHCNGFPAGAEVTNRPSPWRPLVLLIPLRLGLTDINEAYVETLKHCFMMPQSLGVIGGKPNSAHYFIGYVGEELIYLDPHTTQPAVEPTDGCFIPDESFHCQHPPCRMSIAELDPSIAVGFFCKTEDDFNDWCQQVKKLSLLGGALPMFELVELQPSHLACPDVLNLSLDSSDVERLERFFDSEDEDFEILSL
# HKDC1 inhibitor: blocks human hexokinase HKDC1 activity; Q2TB90; recombinant HKDC1, G6PDH/diaphorase resazurin coupled fluorescence; inhibition, % at 20 µM; 0.16% of 340,000 active; AID 493160;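 active = inhibition above about 35% when tested at 20 µM, limit read from the data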;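 also: plate controls were DMSO wells with enzyme for no effect and DMSO wells lacking enzyme for full effect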
#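 System: Recombinant HKDC1 hexokinase | Amount: HKDC1 at 5 µg/mL | Reagent: Glucose with 1 mM ATP | Doses: Single 20 µM dose | Incubation: Reaction time 90 min, room temperature, protected from light | Signal: Coupled resazurin fluorescence, excitation 525 nm, emission 613 nm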
# PfGluPho inh: PfG6PD (Plasmodium falciparum) enzyme inhibition; inhibition, % at 20 µM; PfGluPho enzyme, NADPH resazurin-diaphorase fluorescence; AID 504690; 0.78% of 350,000 active;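 active = inhibition reaching at least a set limit at 20 µM in the primary screen, cut at about 59% in these data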;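 also: 0% = DMSO wells with substrate and 100% = DMSO wells lacking glucose-6-phosphate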
# hIAP act: increases human intestinal alkaline phosphatase activity; P09923; purified human IAP, CDP-Star luminescence, 30 min; active compounds read high; 1 = vehicle-only enzyme, 0 = enzyme-free background; activation factor at 10 µM; 0.16% of 330,000 active; AID 2524;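 active = activation factor of the enzyme at least 2-fold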; also: the source names both 10 and 20 µM as test concentration; values of inactives mirror those of a sister screen read the other way
# The depositor's hits bear a star; . = no result given.
SMILES,hIAP block,mIAP inh,A3A deaminase,mIAP activ,ATG4B inh,HKDC1 inhibitor,PfGluPho inh,hIAP act
COc1ccccc1C1=NOC(Cn2c(NCCOCCO)nc3c2c(=O)n(C)c(=O)n3C)C1 (stereo not given),-2,-10,3,1.1,-10,-3,7,1
O=C(CNC(=O)c1ccc(Br)o1)NCCc1ccc(F)cc1,-3,5,0,0.95,-2,-4,5,1
COCCOc1cc(NC(=O)CS(=O)CC(=O)N(C)C)c(Cl)cc1Cl (stereo not given),-14,5,-2,0.95,18,-4,-13,1.1
CC1Cc2nc(SCC(=O)NCc3ccccc3)n(Cc3ccccc3)c(=O)c2S1 (stereo not given),2,-2,2,1,-7,2,4,0.98
Cn1c(C(=O)OC(C(=O)NC(C)(C)C)c2cccnc2)cc2sccc21 (stereo not given),-18,-19,3,1.2,-8,-5,-4,1.2
COc1nc(-c2ccccc2)ccc1-c1noc(C)n1,6,5,-1,0.95,-3,1,-1,0.94
Cc1ccc(CN2CCN(CC(=O)NCCCN3CCN(c4ccc(F)cc4)CC3)C2=O)cc1,-2,-9,-11,1.1,-4,-7,-3,1
CC(/C=N/N1CCN(c2ccccc2)CC1)=C\c1ccco1,12,11,-1,0.89,-8,-7,-3,0.88
COc1cc(C2C(C(=O)c3ccc(C)o3)=C(O)C(=O)N2c2cc(C)on2)cc(OC)c1OC (stereo not given),18,-1,-1,1,-1,3,-3,0.82
Cc1ccc(C)c(NS(=O)(=O)c2ccc(OCC(=O)NCC3CCCO3)cc2)c1 (stereo not given),-20,-18,-1,1.2,-1,-6,0,1.2
CN1CCCc2cc3c(C(F)(F)F)cc(=O)oc3nc21,-8,-14,-1,1.1,-9,12,16,1.1
CCCn1cc(S(=O)(=O)c2ccccc2)c(=O)c2cc(F)c(N3CCN(C)CC3)cc21,18,9,-3,0.91,4,2,-4,0.82
COc1ccc(-c2cc(C(=O)NC3CCCC3)c3ccccc3n2)cc1OC,-8,4,0,0.96,3,-5,3,1.1
C=CCN(Cc1ccc(Cl)s1)C(=O)c1cc(S(=O)(=O)N2CCOCC2)ccc1F,3,7,-1,0.93,-4,0,-3,0.97
CN(C)S(=O)(=O)c1ccc(C(=O)Nc2ccc(OCC(=O)N3CCOCC3)cc2)cc1,-6,4,4,0.96,-7,-11,-4,1.1
COc1ccc(/C=C2\SC(=S)N(NS(=O)(=O)c3ccccc3)C2=O)c(OC)c1,29,17,1,0.83,-6,11,-21,0.71
O=C(Nc1ccccc1)Nc1ccc(-n2ccc(C(F)(F)F)n2)cc1,-21,-142,-1,2.4*,2,1,9,1.2
COc1cc2cc(C(c3nnnn3C(C)(C)C)N3CCC(C)CC3)c(=O)[nH]c2cc1OC (stereo not given),-6,2,1,0.98,-12,-7,7,1.1
COc1ccc(NC(=O)CCSc2ccc(C)cc2)cc1S(=O)(=O)Nc1ccccc1Cl,-11,5,1,0.95,-8,-6,-3,1.1
O=C(C1CCCN(S(=O)(=O)c2cccc3nsnc23)C1)N1CCCCCC1 (stereo not given),22,-9,2,1.1,-7,-8,-1,0.78
O=C1OCC(CO)(CO)N=C1NNc1ccccc1[N+](=O)[O-],9,3,1,0.97,7,-4,-9,0.91
Cc1c(C(=O)Oc2ccc(-c3cnc4ccccc4n3)cc2)cccc1[N+](=O)[O-],-10,10,2,0.9,-5,-89,42,1.1
CCN(Cc1cc(=O)[nH]c2ccccc12)C(=O)c1ccc(C)cc1,-10,-12,-5,1.1,0,-4,-10,1.1
C=CC[C@H](CC(=O)N(CCO)Cc1ccccc1)C(=O)NC[C@@H](OC(=O)[C@@H](CC=C)Cc1ccc(F)cc1)c1ccccc1,-39,-17,-1,1.2,5,3,10,1.4
CCCCc1ccc(NS(=O)(=O)c2cccs2)cc1,-16,3,4,0.97,5,10,3,1.2
O=C(NCC(c1ccc(F)cc1)N1CCOCC1)c1cccc(Br)c1 (stereo not given),-4,-9,2,1.1,-16,-4,-1,1
CC1=C(C(=O)N(C)C)C(c2ccc(Cl)c(Cl)c2)NC(=O)N1 (stereo not given),-16,-4,-4,1,-7,-2,-5,1.2
C/C(=N\O)c1c(O)cc(-c2ccccc2)n(-c2ccccc2)c1=O,10,-4,-3,1,-3,1,9,0.9
CCCC1CCC(=NNC(=O)OC(C)(C)C)CC1 (stereo not given),6,0,-3,0.99,2,-3,-1,0.94
COC(=O)[C@@]1(C)[C@H]2C(=O)N(Cc3ccccc3)C(=O)[C@H]2[C@H]2CN=C(SCC3CC3)N21,.,-4,34,1,4,-6,-1,.
O=S(=O)(NCc1cccnc1)c1ccc(Cl)cc1,15,-1,-1,1,4,-8,-3,0.85
COc1ccccc1N1CCN(C(=O)CC2NC3CCCCC3NC2=O)CC1 (stereo not given),5,5,-4,0.95,.,.,.,0.95
O=C(NCCn1cc(SCc2ccccc2)c2ccccc21)c1c(F)cccc1F,17,-13,-4,1.1,-11,-2,64*,0.83
Cc1cc(-n2cccn2)ccc1CN1CCN(C2CCCC2)C(CCO)C1 (stereo not given),13,3,1,0.97,-3,-2,12,0.87
Cc1ccc(Sc2cnc3ccccc3n2)cc1,-1,4,1,0.96,12,3,-6,1
O=C(COC(=O)c1ccccc1[N+](=O)[O-])c1ccc2c(c1)OCO2,-6,4,-1,0.96,6,-4,9,1.1

# Some of these compounds in order of their number in A3A deaminase, highest first:
SMILES,hIAP block,mIAP inh,A3A deaminase,mIAP activ,ATG4B inh,HKDC1 inhibitor,PfGluPho inh,hIAP act
O=C(NCC(c1ccc(F)cc1)N1CCOCC1)c1cccc(Br)c1 (stereo not given),-4,-9,2,1.1,-16,-4,-1,1
CCCC1CCC(=NNC(=O)OC(C)(C)C)CC1 (stereo not given),6,0,-3,0.99,2,-3,-1,0.94
CC1=C(C(=O)N(C)C)C(c2ccc(Cl)c(Cl)c2)NC(=O)N1 (stereo not given),-16,-4,-4,1,-7,-2,-5,1.2
Cc1ccc(CN2CCN(CC(=O)NCCCN3CCN(c4ccc(F)cc4)CC3)C2=O)cc1,-2,-9,-11,1.1,-4,-7,-3,1

# (next part)
SMILES,hIAP block,mIAP inh,A3A deaminase,mIAP activ,ATG4B inh,HKDC1 inhibitor,PfGluPho inh,hIAP act
c1ccc(N2CCN(c3nnc(Cc4cccnc4)c4ccccc34)CC2)nc1,-4,0,4,1,22,15,2,1
Cc1nc2c(C(=O)Nc3ccc(N4CCCC(O)C4)cc3)snc2c(=O)[nH]1 (stereo not given),-29,-1,6,1,-1,22,32,1.3
COc1ccc(OC)c(CC(=O)Nc2ccc3c(c2)CCC3)c1,-4,-8,3,1.1,5,-4,-2,1
COc1ccc(OC)c(-n2c(-c3cccc(C)c3)n[nH]c2=S)c1,-2,2,-2,0.98,-1,-4,48,1
Cc1cc(C(=O)OCC(=O)Nc2cccc(S(N)(=O)=O)c2)c2ccccc2n1,-10,1,-2,0.99,-12,4,4,1.1
CC(=O)NC(CC(=O)NC12CC3CC(CC(C3)C1)C2)c1ccccc1 (stereo not given),-2,-1,3,1,-3,-16,-6,1
O=C(CCN1CCC(c2ccccc2)C1)c1cccs1 (stereo not given),-15,-8,-1,1.1,-4,-3,8,1.1
Cc1nc(NC(=O)c2cccnc2)ccc1Br,6,-4,-1,1,8,-6,-4,0.94
O=C(C1CCCN(S(=O)(=O)c2cc(Cl)ccc2Cl)C1)N1CCCC1 (stereo not given),2,-6,1,1.1,-7,-1,15,0.98
CN1CCN(C2CCN(S(=O)(=O)c3ccc(C(C)(C)C)cc3)CC2)CC1,6,6,-1,0.94,-2,-7,2,0.94
CC(=O)Oc1ccc(-c2cccc(C(=O)Oc3ccccc3)c2)cc1,11,-4,-2,1,12,-2,0,0.89
CC(c1ccccc1)n1c(N2CCNCC2)nc2c1c(=O)[nH]c(=O)n2C (stereo not given),2,2,-7,0.98,-1,0,-17,0.98
O=C(CCCN1CCc2[nH]c3ccc(F)cc3c2C1)c1ccc(F)cc1,-1,8,-6,0.93,-9,-2,9,1
CCCCCc1ccc(C(=O)CCC(=O)OCC(=O)N(CC)c2c(N)n(Cc3ccccc3)c(=O)[nH]c2=O)cc1,0,6,-1,0.94,-6,2,-8,1
Cc1cccc(C(=O)OC(C)C(=O)NC(=O)NC2CCCCC2)c1O (stereo not given),6,2,-3,0.98,-3,-1,3,0.94
COc1cc([N+](=O)[O-])ccc1N,13,1,-1,0.99,0,-8,7,0.87
CSc1ccccc1NC(=O)CN(C)CC(=O)NCc1ccccc1,-26,-20,-8,1.2,6,-6,-5,1.3
CCOc1ccc(/C=N/NC(=O)c2nnn(-c3nonc3N)c2-c2cccs2)cc1,-10,6,-1,0.94,1,-6,-9,1.1
CC1CC(C)CN(C(=O)COC(=O)c2cc3ccccc3oc2=O)C1 (stereo not given),-2,2,0,0.98,-2,-3,5,1
COC(=O)CCCC1=CC2=CC(=O)C(C)(OC(=O)c3ccc(Cl)nc3)C(=O)C2=CO1 (stereo not given),8,12,11,0.88,.,.,.,0.92
O=C(OCCN1CCOCC1)c1cccs1,13,-14,-2,1.1,-8,1,8,0.87
N/C(Cc1ccc([N+](=O)[O-])cc1)=N\OC(=O)C(c1ccccc1)c1ccccc1,16,7,-4,0.93,-5,0,25,0.84
CC(C)n1c(SCC(=O)Nc2nncs2)nnc1-c1ccco1,-16,9,66*,0.91,-2,5,9,1.2
Nc1ccc(Sc2ccccc2CC(=O)O)cc1,-8,-6,-1,1.1,.,.,.,1.1
Cc1oc(-c2cccc(Cl)c2)nc1CSCC(=O)O,10,-1,-2,1,10,3,-34,0.9
Cc1nn(CCC#N)c2nc(-c3ccccc3)cc(C(F)(F)F)c12,-1,9,-5,0.91,-9,0,18,1
COCCCNC(=S)N1CCN(c2ccc([N+](=O)[O-])cc2)CC1,16,7,-3,0.93,-5,-9,-2,0.84
CSc1ccccc1C(=O)Nc1nc2ccccc2c(=O)[nH]1,-4,0,0,0.99,-2,-1,2,1
Cc1ccc(N(C)S(=O)(=O)c2ccc3c(c2)NC(=O)C(C)S3)cc1 (stereo not given),-26,5,-5,0.95,-2,-6,5,1.3
CCOC(=O)c1c(Nc2nc(C)c(C(=O)NC)s2)sc(C)c1C,2,12,0,0.88,-10,6,24,0.98
O=C(N/N=C/c1cccc(OC2CSC2)c1)c1ccccc1O,-11,9,-4,0.91,7,-5,-21,1.1
C=CCNc1nc(Nc2ccc([N+](=O)[O-])cc2)nc(OCC)n1,4,4,0,0.96,-12,-11,0,0.96
CC(=O)N1CCc2cc(S(=O)(=O)N3CCCCC3C)ccc21 (stereo not given),23,2,-3,0.98,8,-4,-13,0.77
Cc1cc(C(=O)CSc2nnnn2-c2ccccc2)c(C)n1CC1CCCO1 (stereo not given),16,8,-3,0.92,-10,-3,-1,0.84
O=C(O)COc1ccc(/C=N/n2c(COc3ccccc3)nc3ccccc3c2=O)cc1,16,-5,1,1,-4,-4,-3,0.84
CC(C)CC(NC(N)=O)C(=O)OCC(=O)N(Cc1ccccc1)Cc1ccccc1 (stereo not given),-1,8,6,0.93,-6,1,-2,1
CCN(CCNC(=O)C1CCN(Cc2nc(-c3ccc(Cl)cc3)oc2C)CC1)c1ccccc1,13,-35,-5,1.4,-13,1,3,0.87
CCN(CC(=O)NCc1ccc(Cl)cc1)C(=O)c1ccc(S(=O)(=O)N(C)C)cc1,11,-3,4,1,-1,-3,10,0.89
COc1cccc(C(=O)Nc2ccccc2NC(=O)c2cccc(OC)c2)c1,-24,-5,3,1.1,-2,-5,-1,1.2
O=C(Cc1ccc(F)cc1)Nc1nnc(SCC(=O)N2CCCCC2)s1,10,-4,0,1,-1,-6,-4,0.9
COc1ccc2c(c1OC)C(=O)N(c1cccc(/C=C/C(=O)O)c1)C2,-4,-1,-6,1,-10,4,4,1

# Screening results (PubChem BioAssay)
